Screening data from PubChem BioAssay.
Mcl1 Noxa PPI: Mcl-1/Noxa interaction inhibition; inhibition, % at 21.7 µM; Q07820; 220,000 compounds, 1.5% hits; AID 1022; TR-FRET Mcl-1/Noxa peptide binding, 2 h;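 active = compounds that cut the protein-peptide binding signal by more than 50% relative to plate controls in a single-dose test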;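 note: His-tagged Mcl-1 with rhodamine Noxa BH3 peptide and terbium anti-His antibody; 0% = Mcl-1 plus Noxa peptide wells and 100% = peptide-only wells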
Target sequence (Q07820 whole entry, looked up): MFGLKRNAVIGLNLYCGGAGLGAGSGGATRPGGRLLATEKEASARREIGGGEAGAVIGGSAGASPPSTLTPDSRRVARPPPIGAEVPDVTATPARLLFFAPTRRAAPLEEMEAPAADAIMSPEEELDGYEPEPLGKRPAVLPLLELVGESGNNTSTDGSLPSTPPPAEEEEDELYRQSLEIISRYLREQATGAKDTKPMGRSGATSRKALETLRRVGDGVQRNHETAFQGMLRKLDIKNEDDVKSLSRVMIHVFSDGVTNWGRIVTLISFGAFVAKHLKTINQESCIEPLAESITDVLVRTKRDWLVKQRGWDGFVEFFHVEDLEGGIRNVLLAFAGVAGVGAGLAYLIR
ABCB1 inh: human ABCB1 inhibition, ABCG2 as counter-screen; inhibition, % at 6.6 µM; 190,000 compounds, 0.067% hits; P08183; AID 1326; CCRF-Adr cells, JC-1 efflux, flow cytometry; in the data active = inhibition above about 40%;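 note: 0% = vehicle and 100% = reference inhibitor; higher value means more JC-1 retained so stronger ABCB1 efflux block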
Pf gamet viab: inhibitors of late stage P. falciparum gametocyte viability; P. falciparum stage V gametocytes, ATP luminescence, 24 h; inhibition, % at 10.9 µM; 150,000 compounds, 0.065% hits;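 active = inhibition above the mean plus 3 SD of compounds within the control limits, set per campaign, cut at about 38% in these data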;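 note: 0% = DMSO wells and 100% = medium only without gametocytes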
RGS4-Gao reg: modulates binding of RGS4 to human Galphao. AID 1415. binding response (% of control), % at 10 µM. 220,000 compounds, 0.33% hits. P09471. Multiplexed bead flow cytometry; actives lie on both sides; in the data active = binding response below about 49% or above about 150%; inactive = in between;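 note: fluorescent Galphao activated with aluminum fluoride binding bead-coupled RGS4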
Target sequence (P09471 whole entry, looked up): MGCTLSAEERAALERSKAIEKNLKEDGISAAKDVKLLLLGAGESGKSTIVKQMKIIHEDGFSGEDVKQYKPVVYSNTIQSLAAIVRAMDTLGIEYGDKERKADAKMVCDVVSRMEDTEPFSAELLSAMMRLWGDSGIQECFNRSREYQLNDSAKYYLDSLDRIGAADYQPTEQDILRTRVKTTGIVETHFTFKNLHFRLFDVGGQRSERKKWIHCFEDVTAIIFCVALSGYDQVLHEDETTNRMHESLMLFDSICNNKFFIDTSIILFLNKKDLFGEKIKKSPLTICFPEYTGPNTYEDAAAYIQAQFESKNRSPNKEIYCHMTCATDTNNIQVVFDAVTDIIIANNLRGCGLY
GSH fluor: GSH bead compound fluorescence profile. fluorescence (KMESF) at 10 µM. GSH beads flow cytometry, compound fluorescence 488/530 nm; active compounds read high. 190,000 compounds, 0.25% hits; in the data active = fluorescence above about 89;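 note: glutathione beads carrying GST-tagged Bcl family fusion proteins plus one bare bead set; values are compound well signal with DMSO vehicle wells as background; inactives centre near 16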
RGS8-Gao reg: regulators of human RGS8-Galphao interaction. multiplexed bead flow cytometry, RGS8-Galphao binding; actives lie on both sides. response (percent of control binding), % at 10 µM. 220,000 compounds, 0.34% hits; in the data active = response below about 60% or above about 140%; inactive = in between;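 note: Galphao activated as the GDP aluminium fluoride complex binding bead-coupled RGS8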
Mcl-1 Bim block: inhibitors of Bim-Mcl-1 interaction, human; Q07820; Bead-based flow cytometry, Bim peptide-Mcl-1 binding; inhibition, % at 10 µM; 190,000 compounds, 0.1% hits; in the data active = inhibition above about 40%;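 note: 0% = no compound tracer wells and 100% = peptide blocker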
Avidin fluor: avidin bead compound fluorescence profile; fluorescence (KMESF) at 10 µM; AID 1775; 220,000 compounds, 0.38% hits; Avidin beads, compound fluorescence 488/530 nm, flow cytometry; active compounds read high; in the data active = fluorescence above about 47; note: inactives centre near 10
ABCG2 inh: human ABCG2 inhibition, ABCB1 as counter-screen. 190,000 compounds, 0.1% hits. IgMXP3 cells, JC-1 efflux, flow cytometry. Q9UNQ0. inhibition, % at 6.6 µM. AID 1325;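 active = inhibition above 80%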;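 note: 0% = DMSO and 100% = nicardipine control wells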
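Test system: ABCG2 IgMXP3 and barcoded ABCB1 CCRF-Adr cell mix; Schedule: cells with compound and JC-1, 10 min at 25 °C, rotating, no wash; Technique: flow cytometry of retained JC-1 fluorescence; Measure: % inhibition of efflux relative to nicardipine and DMSO; Controls: nicardipine high and DMSO low controls.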
RGS7-Gao: regulators of human RGS7-Galphao interaction. P09471. Multiplexed bead flow cytometry, RGS7-Galphao binding; actives lie on both sides. binding response (% of control), % at 10 µM. 220,000 compounds, 0.35% hits; in the data active = binding response below about 49% or above about 150%; inconclusive = no clear call, values can overlap the other calls; inactive = in between;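 note: fluorescent Galphao held in activated GDP-AlF4 state binding bead-coupled RGS7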
Mcl1 Bid PPI: disrupts binding of human Mcl-1 to Bid peptide. inhibition, % at 21.7 µM. 220,000 compounds, 0.97% hits. TR-FRET Mcl-1/Bid-Dy647 peptide binding, 1536-well. Q07820;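 active = compounds that cut the binding signal by more than half at the single screening dose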;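 note: His-tagged Mcl-1 with europium anti-His antibody binding Bid BH3 peptide; 0% = Mcl-1 plus peptide wells and 100% = peptide-only wells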
* = called active by the depositor; ? = inconclusive; / = no result given.

Molecule,Mcl1 Noxa PPI,ABCB1 inh,Pf gamet viab,RGS4-Gao reg,GSH fluor,RGS8-Gao reg,Mcl-1 Bim block,Avidin fluor,ABCG2 inh,RGS7-Gao,Mcl1 Bid PPI
O=C(COC(=O)c1c2c(nc3ccccc13)CCN(Cc1ccccc1)C2)Nc1c(F)cccc1F,-2,-0.3,5,97,10,102,-3,6,0,92,10
CC(C)OCCCNC(=O)c1ccccc1Oc1ccccc1,10,0.5,/,102,12,102,0,10,5,101,6
Cc1ccc(Cl)cc1N1CCN(Cc2nc3ccsc3c(=O)[nH]2)CC1,4,0.7,14,97,69,98,1,7,2,102,-25
COc1ccc(/C=C\C(=O)c2c(O)ccc3c(C)cc(=O)oc23)cc1,27,0.2,-19,100,36,98,0,6,3,99,32
CN(C)CCNC(=O)c1ccc(COCC(F)(F)F)cc1,2,0.3,-17,99,41,98,-1,4,1,102,-25
CC(C)COC(=O)Cn1cnc2ccc(Br)cc2c1=O,-1,0.5,-26,102,40,101,-3,12,17,101,-11
COC(=O)NNC(=O)COc1ccccc1C,10,1.0,/,97,8,96,-2,2,4,89,-11
Cn1c(=O)cc(-c2ccccc2)c2ccccc21,1,0.6,7,103,25,100,0,18,5,99,-11
COc1cc(C(=O)Nc2ccc(S(=O)(=O)N3CCc4ccccc43)cc2)cc(OC)c1OC,-1,0.6,-38,94,25,98,-3,35,4,96,-4
O=C(O)CCCN1C(=O)/C(=C\c2ccc(-c3nc4ccccc4s3)o2)SC1=S,104*,/,-2,102,/,102,/,9,/,?,87*
Cn1cc(/C=C/c2nc3ccccc3c(=O)n2-c2cccc([N+](=O)[O-])c2)c2ccccc21,42,1.2,/,97,5,103,-3,12,-10,98,-7
O=C(Cn1c(-c2ccco2)nc2ccccc21)N1CCCCC1,5,0.2,/,103,16,104,-1,43,1,105,-1
Cn1c2c(c(=O)n(C)c1=O)C(C(F)(F)F)(C(F)(F)F)N=C(C1CCCCC1)N2,3,0.3,/,111,21,104,0,16,13,111,-8
C=CCNC(=S)N1CCc2[nH]c3ccccc3c2C1,2,/,-21,94,/,98,/,13,/,?,-61
CSc1ccc(-c2ccco2)nn1,-6,0.7,/,96,9,97,0,11,4,98,-15
O=C(CCC(=O)Nc1ccccc1)N/N=C/c1ccccc1F,7,-0.9,-36,101,15,101,-4,7,27,98,-14
O=C(NCc1ccccc1)NC(=O)c1ccncc1,9,0.2,/,95,28,95,-3,10,3,96,20
O=C1c2ccccc2C(=O)N1c1n[nH]c(CCc2ccccc2)n1,5,-0.9,30,100,13,100,1,6,16,95,-20
O=c1[nH]ncc(N/N=C\c2ccc(O)cc2O)c1Cl,44,-0.1,-11,100,8,97,3,25,-1,104,-33
COc1ccc(CCNC(=O)Cn2c(=O)[nH]c3ccsc3c2=O)cc1OC,4,0.4,5,89,15,94,1,11,-1,?,-14

Further compounds follow:
Molecule,Mcl1 Noxa PPI,ABCB1 inh,Pf gamet viab,RGS4-Gao reg,GSH fluor,RGS8-Gao reg,Mcl-1 Bim block,Avidin fluor,ABCG2 inh,RGS7-Gao,Mcl1 Bid PPI
COc1ccccc1S(=O)(=O)Cc1ccc(C(=O)NCc2cccs2)o1,11,0.5,/,104,49,99,0,8,4,106,-21
O=C(c1oc(=O)c2ccccc2c1-c1ccccc1)N1CCC(O)CC1,9,0.2,/,94,15,100,-5,18,4,91,-8
Cc1ccc(S(=O)(=O)N(CC(=O)NCc2ccco2)C2CCCCC2)cc1,7,1.0,3,106,18,109,-3,19,0,105,1
O=C(Nc1cc(F)c(Br)cc1F)c1ccc(Cl)cc1,6,/,-13,100,/,100,/,8,/,?,-14
COc1cc(C)c(C(C)C)cc1S(=O)(=O)N1CCN(C)CC1,2,1.2,2,96,38,98,-4,15,1,92,-21
Cc1ccc2c(=O)c(C(=O)NCc3cccs3)c[nH]c2c1,-14,0.7,-22,101,14,98,-1,22,3,103,-6
CC12CCC(=O)N1C(C(=O)O)Cc1c2[nH]c2ccccc12 (stereo not given),6,0.5,/,99,43,100,2,5,1,101,1
COc1ccc(NS(=O)(=O)c2cc(NC(=O)C3CCCCC3)ccc2N2CCOCC2)cc1,7,0.9,-19,105,14,102,-1,13,2,102,-6
O=C1C2CC=C(Cl)CC2C(=O)N1CCN1CCOCC1 (stereo not given),2,0.9,18,103,25,102,-5,15,5,101,-25
CN(C)c1ccc(CNc2nc(-c3ccccc3)nn2S(C)(=O)=O)cc1,33,1.1,7,98,19,100,2,11,12,101,-22
Cc1cccc(NC(=O)C2CCCN(S(=O)(=O)c3cccc4nsnc34)C2)c1 (stereo not given),-64,0.9,10,106,38,101,-1,8,2,104,-7
Cc1ccc(CNS(=O)(=O)c2ccc3c(c2)CCN3C(=O)CCCC(=O)O)cc1,18,-0.2,-25,97,13,100,2,6,-1,100,-30
Fc1cccc(Nc2nc3ccccc3n3nnnc23)c1,21,0.3,/,97,22,98,0,8,6,96,-16
C(=C\c1ccccc1)/C=N/Nc1nc2ccccc2[nH]1,-52,-0.3,5,97,12,100,0,12,0,98,-89
CC1=NN(c2ccc(Br)cc2)C(=O)/C1=C/c1cccs1,/,-0.3,/,104,30,100,5,9,10,103,/
CCC(C)NC(=S)N1CCN(Cc2ccccc2)CC1 (stereo not given),14,-0.4,-12,74,14,86,-2,7,-2,65,10
COc1ccc(/C=C2/C(=O)N=C(N)N2C)cc1OC,-41,0.3,/,150,6,116,1,40,2,149,-70
Clc1ncccc1-c1nnn(-c2ccccc2Br)n1,17,0.2,2,95,20,96,-1,5,2,92,2
CNC(=O)c1cc(C(=O)c2ccccc2C(F)(F)F)c[nH]1,18,-0.3,2,95,13,103,0,6,0,111,9
CN1C(=O)/C(=C/c2ccccc2OCc2ccccc2)NC1=S,5,-4.9,7,105,9,105,-1,6,-12,107,-11

New compounds follow.
Molecule,Mcl1 Noxa PPI,ABCB1 inh,Pf gamet viab,RGS4-Gao reg,GSH fluor,RGS8-Gao reg,Mcl-1 Bim block,Avidin fluor,ABCG2 inh,RGS7-Gao,Mcl1 Bid PPI
CCOC(=O)N/N=C(\C)c1cccs1,-10,0.8,-6,103,23,103,0,27,3,105,-9
CCN1CCN(c2c(Cl)cccc2NC(=O)c2ccc3c(c2)OCCO3)CC1,13,0.8,14,101,14,103,-5,37,4,99,0
COc1cc(C2NC(=S)NC(C)=C2C(=O)Nc2ccc(C)cc2)ccc1O (stereo not given),6,-0.1,-28,100,12,103,0,12,3,101,-47
CCOC(=O)NC(=O)CSc1nnc(SCCC(=O)O)s1,5,0.5,-24,99,17,102,-4,7,6,103,-16
CSCCC(NC(N)=O)C(=O)Nc1ccc2ccccc2c1 (stereo not given),2,0.6,-20,103,11,104,-2,12,3,99,-35
O=C(NNC(=O)c1oc2ccccc2c1-n1cccc1)c1ccco1,6,-0.2,7,101,18,101,-5,5,2,98,-59
CCOC(=O)CSc1nc(N)c(C#N)c(-c2ccc(OC)cc2)c1C#N,-93,0.1,-3,100,7,100,1,21,4,100,-37
Cc1cc(C)c(NC(=O)c2sc3nc(C)[nH]c(=O)c3c2C)c(C)c1,-11,0.8,-13,104,20,103,0,7,12,105,-4
CC(CN(C)Cc1ccccc1)OC(=O)c1ccc2c(c1)OCCO2 (stereo not given),16,0.5,/,97,51,102,0,13,3,97,19
CC(=O)c1ccc(NC(=O)Cn2nc(C)cc2C)cc1,-24,-2.5,/,95,22,100,0,18,-2,99,-9
COc1ccc(/C=N/Nc2nc(-c3cccc(S(=O)(=O)N4CCCC4)c3)cs2)cc1OC,2,-0.6,/,97,9,101,-3,13,-6,100,-72
Cc1cc(S(=O)(=O)N2CCCC2)ccc1OCC(=O)NC1CCCC1,23,0.6,0,109,20,108,-2,7,6,109,-22
Cc1cc(=O)c2n(Cc3ccc(Cl)cc3)nc[n+]2[nH]1,-9,0.7,-7,100,36,100,0,12,4,103,-20
COc1ccc(NC(=S)N2CCCC2)cc1,-1,-0.1,/,98,13,100,0,12,3,98,-19
Cc1ccc(-c2nnn(CC(=O)N(c3cccc(O)c3)C(C(=O)NC(C)(C)C)c3cccs3)n2)o1 (stereo not given),19,0.2,/,102,50,99,-1,6,0,99,2
CCN1c2ccccc2-c2nc3ccccc3n2C1c1ccncc1 (stereo not given),17,3.5,/,98,18,101,0,6,3,98,5
COc1ccc(S(=O)(=O)NCCc2csc(-c3cccnc3)n2)cc1,11,0.4,/,101,26,101,-1,7,3,100,-12
CCCCCn1c(N)c(C#N)c2nc3ccccc3nc21,8,1.7,-2,103,12,101,4,15,21,102,15
CCCCNC(=O)C(Cc1ccccc1)NS(=O)(=O)c1ccc2c(c1)c(=O)n(C)c(=O)n2C (stereo not given),1,0.9,/,100,20,102,-2,6,3,99,-4
CCNCC(O)COCC(O)CNCC (stereo not given),-6,-2.6,/,104,26,103,-3,13,-2,101,-14

(listing goes on)
Molecule,Mcl1 Noxa PPI,ABCB1 inh,Pf gamet viab,RGS4-Gao reg,GSH fluor,RGS8-Gao reg,Mcl-1 Bim block,Avidin fluor,ABCG2 inh,RGS7-Gao,Mcl1 Bid PPI
COc1ccc(C(=O)N/N=C(/C)c2ccc(N3CCCCC3)cc2)cc1,22,-0.3,/,102,7,100,-2,5,0,102,-75
Cc1ccc(S(=O)(=O)N2CCN(c3ccccn3)CC2)cc1,14,/,4,98,/,96,/,5,/,?,-20
O=C(CSC1CC(=O)N(CCc2ccccc2)C1=O)Nc1ccc(Cl)cc1 (stereo not given),-3,1.5,-6,99,14,106,-2,20,15,102,8
CCc1c(C(=O)NCc2cnn(C)c2)csc1C,13,2.4,/,99,27,98,-4,34,34,102,-3
Cc1ccc(O)c(-c2cc(C(=O)NCc3ccccc3)[nH]n2)c1,9,0.6,-12,103,24,99,-4,3,10,103,1
Cc1cc(C)c(S(=O)(=O)c2ccccc2)c(Cl)n1,-2,0.1,17,83,30,88,-1,2,1,86,-20
CSCCC(NC(=O)C1CCC(C)CC1)C(=O)NCCN1CCC(C)CC1 (stereo not given),9,0.1,10,101,11,101,1,10,0,96,-23
O=C(c1cc2c(=O)n3ccccc3nc2s1)N1CCc2ccccc2C1,15,2.1,/,101,13,102,-5,12,23,?,-9
CC(=O)Nc1c(O)nc(SCC(=O)Nc2c(C)cccc2C)[nH]c1=O,9,-0.7,24,104,47,104,-42,8,0,103,-39
CC(C)(C)c1cc(NC(=O)COC(=O)C2CC2)n(-c2ccccc2)n1,-15,1.2,/,102,15,100,-3,11,3,98,-15
O=C(NCCCN1CCCCCC1)c1ccc2c(Cl)c3c(nc2c1)CCCC3,19,0.1,10,94,8,95,-4,12,8,88,-6
CC(OC(=O)c1cn(-c2ccccc2)nc1-c1cccnc1)C(N)=O (stereo not given),6,0.8,13,101,23,102,0,6,14,99,-9
